# Bioassay records (PubChem BioAssay)
# RGS8-Gao – modulates binding of RGS8 to human Galphao | multiplexed bead flow cytometry; actives lie on both sides | response (percent of control binding), % at 10 µM | actives 0.34% (n = 220,000) | AID 1423; in the data active means response below about 60% or above about 140%; inactive means in between;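 further: Galphao activated as the GDP aluminium fluoride complex binding bead-coupled RGS8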
# Target sequence (P09471 whole entry, looked up): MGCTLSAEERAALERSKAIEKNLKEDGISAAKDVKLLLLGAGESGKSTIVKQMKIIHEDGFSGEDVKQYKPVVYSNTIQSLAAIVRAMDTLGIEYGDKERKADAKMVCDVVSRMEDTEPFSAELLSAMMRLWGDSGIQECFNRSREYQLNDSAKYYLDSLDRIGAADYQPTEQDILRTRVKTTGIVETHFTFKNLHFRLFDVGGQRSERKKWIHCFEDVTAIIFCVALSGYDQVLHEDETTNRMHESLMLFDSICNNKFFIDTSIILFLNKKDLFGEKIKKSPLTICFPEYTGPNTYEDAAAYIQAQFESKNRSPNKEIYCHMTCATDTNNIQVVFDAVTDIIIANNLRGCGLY
# Pf gametocyte – inhibitors of late stage P. falciparum gametocyte viability; actives 0.065% (n = 150,000); AID 743093; inhibition, % at 10.9 µM; P. falciparum stage V gametocytes, ATP luminescence, 24 h;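 active means inhibition above the mean plus 3 SD of compounds within the control limits, set per campaign, cut at about 38% in these data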;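 further: 0% = DMSO wells and 100% = medium only without gametocytes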
# Rac1 mut GTP – human Rac1 activated mutant GTP binding change. actives 0.11% (n = 190,000). GST-Rac1 activated beads, fluorescent GTP binding, flow cytometry; actives lie on both sides; 100% means binding = to untreated wells. percent activity (GTP binding), % at 10 µM. P63000;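 active means GTP binding at least 20 percentage points away from the 100% baseline, in either direction, so actives lie on both sides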
# Rab7 wt GTP bind – alters GTP binding to wildtype dog Rab7. GST-Rab7 beads, fluorescent GTP binding, flow cytometry; actives lie on both sides; untreated = 100%, excess cold GTP = 0%. GTP binding activity (percent of control), % at 10 µM. actives 0.055% (n = 190,000). AID 758;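 active means fluorescent GTP binding to Rab7 beads changed by at least 20 points from the 100% baseline, either direction, mostly lower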;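 further: median green fluorescence of bound Bodipy-FL-GTP per Rab7 bead population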
# Mcl1 Noxa PPI – disrupts binding of human Mcl-1 to Noxa peptide; inhibition, % at 21.7 µM; AID 1022; Q07820; TR-FRET Mcl-1/Noxa peptide binding, 2 h; actives 1.5% (n = 220,000);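 active means compounds that cut the protein-peptide binding signal by more than 50% relative to plate controls in a single-dose test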;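 further: His-tagged Mcl-1 with rhodamine Noxa BH3 peptide and terbium anti-His antibody; 0% = Mcl-1 plus Noxa peptide wells and 100% = peptide-only wells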
# Target sequence (Q07820 whole entry, looked up): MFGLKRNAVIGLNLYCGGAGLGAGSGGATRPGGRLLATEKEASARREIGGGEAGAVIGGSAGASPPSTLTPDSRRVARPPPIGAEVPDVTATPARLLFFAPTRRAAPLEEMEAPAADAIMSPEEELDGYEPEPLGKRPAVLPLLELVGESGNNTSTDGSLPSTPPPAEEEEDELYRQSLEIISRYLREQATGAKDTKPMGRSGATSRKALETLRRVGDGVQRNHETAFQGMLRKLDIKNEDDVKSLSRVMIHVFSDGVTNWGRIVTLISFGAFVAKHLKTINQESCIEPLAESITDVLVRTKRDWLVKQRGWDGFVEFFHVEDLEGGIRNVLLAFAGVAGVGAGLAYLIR
# Rac1 wt GTP bind – human Rac1 wildtype GTP binding, inhibitors and activators | GST-Rac1 beads, fluorescent GTP binding, flow cytometry; actives lie on both sides; 0 = cold GTP competed, 100 = untreated | GTP binding activity (% of control), % at 10 µM | actives 0.27% (n = 190,000);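 active means GTP binding activity at least 20 points away from the 100% control level, either lower or higher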
# Mcl1-Bid inh – Mcl-1/Bid interaction inhibition; TR-FRET Mcl-1/Bid-Dy647 peptide binding, 1536-well; inhibition, % at 21.7 µM; actives 0.97% (n = 220,000); AID 1021;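 active means compounds that cut the binding signal by more than half at the single screening dose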;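 further: His-tagged Mcl-1 with europium anti-His antibody binding Bid BH3 peptide; 0% = Mcl-1 plus peptide wells and 100% = peptide-only wells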
# Rab2 wt GTP – changes GTP binding to wildtype dog Rab2A, up or down; P61105; GST-Rab2 wt beads, Bodipy-GTP binding, flow cytometry; GTP binding activity, % at 10 µM; actives 0.19% (n = 190,000); AID 760;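 active means GTP binding activity at least 20 points away from 100%, either lowered or raised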;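 further: 0% = beads with excess unlabeled GTP and 100% = no-compound control corrected for plate trend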
# Cdc42 wt GTP – human Cdc42 wildtype GTP binding change, either direction | P60953 | GST-Cdc42 beads, Bodipy-GTP binding, flow cytometry; actives lie on both sides | percent activity (GTP binding), % at 10 µM | actives 0.2% (n = 190,000);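 active means percent activity GTP binding at least 20 points away from the 100% baseline, either down as inhibitor or up as activator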;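 further: median bead fluorescence of bound Bodipy-FL-GTP at 100 nM; 0% = excess unlabeled GTP control and 100% = no compound control; below 100% means less GTP binding so inhibitor and above means activator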
# Target sequence (P60953 whole entry, looked up): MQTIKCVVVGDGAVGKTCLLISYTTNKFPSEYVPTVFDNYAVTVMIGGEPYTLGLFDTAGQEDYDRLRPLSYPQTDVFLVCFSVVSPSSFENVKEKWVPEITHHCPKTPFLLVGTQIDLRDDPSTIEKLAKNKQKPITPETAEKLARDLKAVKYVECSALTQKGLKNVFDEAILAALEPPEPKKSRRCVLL
# HRas wt GTP bind – changes GTP binding to wildtype human HRas; P01112; GST-Ras wt beads, Bodipy-FL-GTP binding, flow cytometry; actives lie on both sides; GTP binding activity, % at 10 µM; actives 0.14% (n = 190,000);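 active means GTP binding activity at least 20% away from the 100% baseline, either lowered as inhibitor or raised as activator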;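 further: 0% = unlabeled GTP competition control and 100% = no-compound control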
# Bim-Mcl-1 – human Bim-Mcl-1 interaction inhibition. Q07820. Bead-based flow cytometry, Bim peptide-Mcl-1 binding. AID 1009. actives 0.1% (n = 190,000). inhibition, % at 10 µM; in the data active means inhibition above about 40%;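 further: 0% = no compound tracer wells and 100% = peptide blocker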
# Active calls of the source: *; · = not tested or not shown; [ ] = another dose, or the depositor's remark.
mol	Cdc42 wt GTP	Rac1 mut GTP	Mcl1-Bid inh	Mcl1 Noxa PPI	Bim-Mcl-1	Rab7 wt GTP bind	Rac1 wt GTP bind	RGS8-Gao	Pf gametocyte	HRas wt GTP bind	Rab2 wt GTP
COc1cc(C(=O)OCC(=O)NC2CCCC2)cc(NC(=O)c2ccco2)c1OC	87	89	13	26	-3	87	84	100	14	91	85
CCc1ccccc1NC(=O)CN(C)C(=O)CSc1nnc(Nc2cccc(C)c2C)s1	100	98	-9	3	-5	101	103	102	20	101	98
CCOC(=O)C1(C(F)(F)F)N=C(N(C)C)OC(N(C)C)=N1	106	102	-18	0	-8	99	108	102	-27	104	104
COC(=O)C1CCN(Cc2cc(=O)oc3cc(OC)ccc23)CC1	102	100	-26	-13	-1	101	101	102	·	102	102
CCOc1cc(NC(=S)NCC2CCCO2)c(OCC)cc1NC(=O)c1ccccc1F (stereo not given)	94	92	-81	16	0	106	96	101	·	97	96
Cc1ccc(-c2noc(-c3cccs3)n2)cc1	99	95	12	22	0	96	98	102	-8	101	98
C#Cc1ccc([C@H]2C=C(C(=O)N3CCN(Cc4ccccc4)CC3)O[C@@H](OCC)[C@@H]2CCCO)cc1	99	97	-9	-7	0	107	98	103	14	97	100
CCN1CCN(CCn2c(=S)[nH]c3ccccc3c2=O)CC1	101	96	-21	19	4	95	99	104	·	99	99
Cc1cccc(NS(=O)(=O)Cc2ccccc2)n1	96	98	-3	8	-2	96	102	100	26	101	98
O=C(CN1N=C(c2ccccc2)CCC1=O)NCCCN1CCc2ccccc2C1	104	101	-9	4	-7	96	106	105	-1	102	102
O=C(O)Cn1cc(/C=C2/NC(=O)N(c3ccc(Cl)cc3)C2=O)c2ccccc21	92	92	-21	30	-3	101	101	98	·	97	94
CCN(C(=O)c1ccc2c(Cl)c3c(nc2c1)CCC3)c1ccc(C)c(C)c1	98	99	16	8	-3	97	102	103	·	97	96
O=C(CC1SC2=NCCN2C1=O)Nc1ccc(Cl)cc1 (stereo not given)	105	98	-21	-2	-1	102	101	93	10	100	101
CCOC(=O)c1[nH]c2cc3c(cc2c1CCCN1C(=O)c2ccccc2C1=O)OCCO3	94	94	-2	27	-1	92	94	101	-15	99	95
CCCSc1nc2c(cnn2-c2ccc(C)cc2)c(=O)[nH]1	100	94	-22	-201	-1	98	102	99	·	99	99
COc1ccc(CC(=O)OCC(=O)Nc2ccc(C(=O)Nc3ccc(OC)cc3)cc2)cc1	96	98	-3	-1	-5	105	98	99	-3	98	97
CCOC(=O)N1CCN(C(=O)c2cnn(-c3ccccc3)c2NC(=O)c2ccccc2F)CC1	101	100	-3	2	0	101	102	102	0	100	102
CC1CCCCC1NC(=O)CO/N=C/c1ccc(OC(F)F)cc1 (stereo not given)	95	96	-32	-4	-2	94	98	99	-2	95	97
CCCCN1C(=O)C2C3C=CC(C2C1=O)C1C2C(=O)N(CCCC)C(=O)C2C31 (stereo not given)	101	97	42	-1	0	99	101	103	-12	99	100
COC(=O)CCCNC(=O)CC1C(=O)NCCN1Cc1ccoc1 (stereo not given)	97	94	-31	5	-6	105	98	101	14	99	100
Cc1ccccc1C(=O)NC(CC(C)C)C(=O)NN1C(=O)c2ccccc2C1=O (stereo not given)	88	87	-19	9	0	100	88	100	3	93	89
COC(=O)Nc1ccccc1C(=O)N1CCCCC1	101	100	1	7	5	101	101	100	20	102	100
COc1ccc(C(=O)c2sc3nc(C)cc(-c4cccs4)c3c2N)cc1OC	92	98	-14	-7	6	94	96	103	2	93	94
CC(C)OCP(=O)(c1ccccc1)c1ccccc1	100	97	-21	-5	-4	96	100	102	-10	97	97
Cc1cc(C)c(NC(=O)CC(C)(C)C)c(Cl)c1	100	97	5	-13	2	99	97	102	-25	96	98
CC(C)NC(=O)c1ccc(-n2c(=S)[nH]c3ccccc3c2=O)cc1	102	96	-34	12	-6	98	102	97	·	99	102
COC(=O)C(NC(C)=O)(Nc1nc2ccc(S(C)(=O)=O)cc2s1)C(F)(F)F (stereo not given)	94	94	-15	14	-6	95	95	92	-15	97	95
COc1cc(CC(=O)Nc2nccs2)cc(OC)c1OC	103	97	-27	-11	-1	98	101	97	4	102	98
CCOC(=O)c1c(C)[nH]c(C(=O)CSc2nccc(C)n2)c1C	98	100	4	2	-3	99	103	76	14	100	99
Cc1ccc(/C=N/c2sc3c(c2C#N)CCC3)o1	97	96	-75	15	0	97	94	91	8	98	96
CCN1CCN(CC(=O)n2c3c(c4ccccc42)CC(C)CC3)CC1 (stereo not given)	98	92	-46	22	0	97	97	94	·	98	96
CCCOc1ccc(C(=O)NCCO)cc1	102	98	-12	-6	3	100	104	105	·	101	100
COc1ccc(/C=N/NC(=O)Cc2csc(Nc3cccc(C(F)(F)F)c3)n2)c(OC)c1	100	97	-56	-2	0	96	98	100	·	99	96
COc1ccc(OCCCC(=O)Nc2ccc3c(c2)OCCO3)cc1	103	99	-10	10	0	100	102	102	·	103	100
COc1ccccc1C(=O)OCc1ccc2sc(C)nc2c1	96	96	-40	5	2	98	98	100	8	96	96
CN(C)S(=O)(=O)c1ccc(N2CCCC2)c(C(=O)Nc2nc3ccccc3s2)c1	97	96	-61	-40	-1	100	99	102	-1	99	99
CCOC(=O)C1=C(C)N(c2ccc(C)c(C)c2)C(=O)/C1=C\c1ccco1	99	99	-4	2	-5	97	103	85	22	99	99
Cc1cc(/C=N/NC(N)=S)c(C)n1-c1cccc(Cl)c1	95	95	-50	-2	-1	91	99	100	-7	95	94
COc1ccccc1-n1cnc2cc(NCc3cccs3)ccc21	102	96	-9	15	0	98	106	101	·	100	99
O=C(CSc1ccc2nnc(-c3ccncc3)n2n1)Nc1ccccc1F	100	97	-25	5	0	98	96	99	·	98	95
O=C(CSCC(=O)c1ccccc1)Nc1ccccc1Cl	97	98	3	-11	-4	101	97	103	·	98	98
OC[C@@H]1CCCN1Cc1nc(-c2cccs2)no1	98	98	-23	4	1	105	99	105	8	100	100
COc1ccc(C(=O)N/N=C/c2sc3ccccc3c2O)cc1	96	97	-94	-33	2	98	98	91	·	97	99
C/C(=N\NC(=O)c1cc2c(s1)CCC(C)C2)c1ccncc1 (stereo not given)	104	102	-7	12	0	97	104	102	·	101	101
COc1nnc(-c2ccc(N3CCCCC3)c(NC(C)=O)c2)c2ccccc12	105	98	-30	14	-3	100	104	99	-6	102	99
Cc1cc(NC(=O)C2C3C(=O)N(CC4CCCO4)C(C(=O)NC(C)(C)C)C34C=CC2(C)O4)no1 (stereo not given)	100	99	-9	-6	-1	97	100	102	·	98	98
CC12CCC(=O)N1C(C(=O)Nc1cccc3ccccc13)CS2 (stereo not given)	96	102	-14	13	-7	98	105	84	·	100	100
CCOC(=O)C1C(=O)CC(C)(O)C(C(=O)OCC)C1c1ccc(N(CC)CC)cc1 (stereo not given)	97	95	-34	43	-1	103	100	100	·	96	99
CCOc1ccc(NS(=O)(=O)c2ccc(NC(=S)NC(=O)CC(C)C)cc2)cc1	98	99	-20	16	-1	98	104	106	-39	98	98
COc1ccc(NC(=S)NCc2ccc3c(c2)OCO3)cc1	98	93	-33	4	-1	108	101	99	-47	101	103

# Next results follow.
mol	Cdc42 wt GTP	Rac1 mut GTP	Mcl1-Bid inh	Mcl1 Noxa PPI	Bim-Mcl-1	Rab7 wt GTP bind	Rac1 wt GTP bind	RGS8-Gao	Pf gametocyte	HRas wt GTP bind	Rab2 wt GTP
COC(=O)c1cc2occc2n1CC(=O)Nc1ccc(OC)c(OC)c1OC	98	97	-23	-5	-1	100	100	100	·	99	97
Cc1c(-n2c(SCC(C)C)nc3ccccc3c2=O)c(=O)n(-c2ccccc2)n1C	97	96	-13	-6	0	96	95	99	5	93	96
COc1ccc(/C=N/NC(=O)c2ccco2)cc1Cn1nc(C)c([N+](=O)[O-])c1C	96	94	-22	20	-2	97	95	97	-1	96	98
COc1ccc(N2CCN(C(=O)COc3ccccc3)CC2)cc1	101	96	-8	27	-1	99	105	100	·	100	99
N#Cc1nc(COc2ccc(-c3ccccc3)cc2)oc1NCc1cccnc1	100	100	12	14	-3	102	110	167*[activator]	·	100	101
Cc1ccc(NC(=S)NCCc2ccc(F)cc2)c(C)c1	101	99	-31	11	-2	97	99	102	·	98	99
CCOC(=O)c1c[nH]c2c(Cl)c(Cl)ccc2c1=O	98	97	-7	10	4	102	98	100	·	100	100
CCOc1ccc(N=Cc2c(C)[nH]n(-c3nc4ccccc4[nH]3)c2=O)cc1	106	99	-45	-34	-2	99	106	98	-12	101	102
O=C(NCc1ccccc1)c1ccccc1-c1nc2ccccc2[nH]1	98	99	-3	13	0	100	105	100	17	102	99
CC(=O)Nc1ccc(Nc2ccc(N3C(=O)CCCC3=O)cc2[N+](=O)[O-])cc1	106	99	-14	-19	-2	101	103	53*	·	100	98
CC(=O)Nc1ccc(Nc2c([N+](=O)[O-])cc(S(C)(=O)=O)cc2[N+](=O)[O-])cc1	101	96	5	20	-9	92	97	99	-12	90	93
CC(=O)c1ccc(OCc2ccccc2)c(C)c1O	101	97	-3	2	-4	102	106	97	3	100	99
Cc1c(Cl)cccc1NC(=O)c1ccc(OCC(=O)NCc2ccccc2)cc1	100	97	-9	-9	-2	95	104	104	-11	99	99
CCN(CC)S(=O)(=O)c1cc(NC(=O)CN2CCN(c3ccccn3)CC2)ccc1C	96	95	-28	-12	-1	89	94	106	-8	92	95
COc1ccc(N2CCN(S(=O)(=O)c3ccc4c(c3)CCCC4)CC2)c([N+](=O)[O-])c1	103	100	9	-9	-1	96	101	99	-5	102	100
Cc1ccc(N2C(=O)CSC2=S)cc1C	96	98	-34	-1	-4	103	99	100	4	99	102
N#CC1=C(N)Oc2cc(O)ccc2C1c1ccccc1 (stereo not given)	100	99	-16	-1	-1	98	97	98	5	98	96
O=C(NC1CCCCC1)C(c1ccccc1)N1CCCC1 (stereo not given)	105	100	-12	-2	-1	99	104	100	·	100	101
CCOC(=O)c1cnc(-n2nc(C)cc2C)nc1N(CC)CC	107	101	5	12	0	108	110	98	-3	108	107
Cn1c(=O)c2c(ncn2CC(COCc2ccccc2Cl)OCc2ccccc2Cl)n(C)c1=O (stereo not given)	98	96	-22	-12	3	98	94	102	·	98	98

# Some of these compounds in order of the Rac1 wt GTP bind value, high to low.
smiles	Rac1 wt GTP bind
CCCOc1ccc(C(=O)NCCO)cc1	104
Cc1cc(NC(=O)C2C3C(=O)N(CC4CCCO4)C(C(=O)NC(C)(C)C)C34C=CC2(C)O4)no1 (stereo not given)	100
COC(=O)CCCNC(=O)CC1C(=O)NCCN1Cc1ccoc1 (stereo not given)	98
